Bioassay records: PubChem, National Center for Advancing Translational Sciences (NCATS)
Vif-A3F inh: inhibitors of Vif-A3F interaction. HeLa A3F-eYFP + Vif (tagged APOBEC3F with the HIV-1 protein that degrades it), YFP fluorescence increase. hit rate 0.2% among 390,000. Potency, µM (series often up to 46.1 µM), inactives show at the highest dose activity, negative = active; further: potency means the concentration at half of the fitted maximal effect; % of control where 0% means no effect; nearly all actives have a fitted effect of over 65% in size
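HeLa cells stably expressing Vif plus C-terminally eYFP-tagged A3F were seeded, incubated overnight at 37 deg C, dosed with compound, incubated overnight again at 37 deg C. Yellow fluorescence (Ex 488/Em 500-530) reported blocked Vif-mediated A3F-eYFP degradation.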
GRP78 ERSR act: induces the endoplasmic reticulum stress response in human glioma cells; U87-MG GRP78 promoter luciferase reporter, 16 h; Potency, µM, for the others: at the highest dose activation, usual class: activators; AID 602332; hit rate 0.02% among 420,000; further: potency means the concentration at half of the fitted maximal effect; series mostly up to about 76 µM; % of control where 0% means no effect; nearly all actives have a fitted effect of over 35% in size
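Stably transfected U87-MG glioma cells carrying a GRP78-based luciferase sensor; 16 h compound incubation. Luminescence end-point read 10 min after Bright-Glo addition at room temperature.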
USP1-UAF1 inh: blocks the human USP1/UAF1 deubiquitinase complex. O94782. recombinant USP1/UAF1, Ub-Rhodamine cleavage fluorescence. Potency, µM (highest dose often 57.1 µM), without a hit: at the highest dose activity change, negative = inhibition, hits mostly inhibitors. AID 743255. hit rate 0.23% among 390,000; further: potency means the concentration at half of the fitted maximal effect; on the % scale 0 is the no-effect control and ±100 the full control effect; nearly all actives have a fitted effect of over 60% in size; inactives centre near -12
Target sequence (O94782 whole entry, looked up): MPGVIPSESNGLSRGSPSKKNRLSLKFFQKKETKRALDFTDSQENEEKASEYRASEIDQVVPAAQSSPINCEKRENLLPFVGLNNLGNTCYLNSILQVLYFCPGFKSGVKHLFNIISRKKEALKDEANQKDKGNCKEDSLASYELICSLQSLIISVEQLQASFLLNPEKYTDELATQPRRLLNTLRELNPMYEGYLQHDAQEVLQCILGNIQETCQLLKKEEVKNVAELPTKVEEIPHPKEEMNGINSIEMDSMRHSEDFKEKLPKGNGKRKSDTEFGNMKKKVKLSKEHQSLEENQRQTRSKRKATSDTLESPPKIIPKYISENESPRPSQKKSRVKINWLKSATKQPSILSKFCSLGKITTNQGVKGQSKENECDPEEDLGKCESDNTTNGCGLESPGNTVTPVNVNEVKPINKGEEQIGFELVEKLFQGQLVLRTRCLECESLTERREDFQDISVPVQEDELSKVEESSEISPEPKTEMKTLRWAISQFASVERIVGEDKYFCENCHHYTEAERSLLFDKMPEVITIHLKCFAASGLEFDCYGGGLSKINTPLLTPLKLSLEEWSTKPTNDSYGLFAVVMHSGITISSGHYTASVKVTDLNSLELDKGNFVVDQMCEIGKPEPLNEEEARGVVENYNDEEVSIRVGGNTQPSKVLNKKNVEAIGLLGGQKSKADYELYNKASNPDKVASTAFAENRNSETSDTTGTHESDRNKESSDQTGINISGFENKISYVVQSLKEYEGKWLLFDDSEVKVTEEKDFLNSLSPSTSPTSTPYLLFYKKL
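1 nM enzyme complex + cpd, 15 min RT; start with Ub-Rho 150nM final; kinetic fluorescence ex 480/em 540, 6 reads q60 s. Buffer 50mM HEPES pH 7.8, 0.5mM EDTA, 0.1 mg/ml BSA, 1mM TCEP, 0.01% Tween-20.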
IDH1 R132H inh: blocks human mutant IDH1 R132H enzyme; IDH1-R132H enzyme, NADPH consumption, diaphorase/resazurin fluorescence; Potency, µM (highest dose often 76.6 µM), for the others: top-dose activity change, negative = inhibition, most hits filed as inhibitors; hit rate 0.093% among 390,000; AID 602179; O75874; further: potency means the concentration at half of the fitted maximal effect; on the % scale 0 is the no-effect control and ±100 the full control effect; nearly all actives have a fitted effect of over 65% in size
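IDH1-R132H (0.5 ug/mL dispensed) in pH 7.5 Tris buffer was preincubated 30 min with compound, then given a substrate mix of 0.016 mM NADPH and 2 mM alpha-KG for 80 min at room temperature; remaining NADPH was read by diaphorase/resazurin fluorescence.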
PI4K2A inh: PI4K2A (human) kinase inhibition. Q9BTU6. purified PI4K2A, ADP-Glo luminescence, 1 h; active compounds read low. activity change, negative = inhibition, % at 76.9 µM. hit rate 0.13% among 420,000; in the data active means activity change below about -50%; inconclusive means mostly about -30% to -49%;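 further: -100% = wells without enzyme as full effect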
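In this quantitative HTS, ADP production by PI4K2A was quantified luminescently after 1 h at ambient temperature; 100 microM adenosine served as plate-quality control.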
LDHA block: inhibitors of human lactate dehydrogenase A. P00338. purified LDHA, NADH/diaphorase-resazurin fluorescence; active compounds read low. activity change, % (values are at about 110 or 230 µM). hit rate 0.15% among 480,000. AID 1347041; in the data active means activity change below about -30%; inconclusive means mostly about -25% to -30%;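 further: plate controls were DMSO wells for no effect and wells without enzyme for full effect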
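Enzyme activity of human lactate dehydrogenase 5 (2 nM; 0.06 mM NADH, 0.2 mM pyruvate, 5 min, RT) is measured via a resazurin/diaphorase fluorescence readout of residual NADH.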
RXFP1 agonist: agonists of human relaxin receptor RXFP1; Potency, µM (highest dose often 57.5 µM), for inactives: top-dose activation, most hits filed as activators; hit rate 0.3% among 370,000; HEK293T-RXFP1 cAMP TR-FRET, 30 min; response scale: percent of porcine relaxin response, buffer zero; AID 2676; further: potency means the concentration at half of the fitted maximal effect; on the % scale 0 is the no-effect control and ±100 the full control effect; nearly all actives have a fitted effect of over 60% in size; many of its hits are not listed in these tables
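cAMP rise read by TR-FRET after 30 min, 37C compound exposure (up to 58 uM) in RXFP1-transfected HEK293 cells with Ro 20174 present. EC50 from Hill-equation fits, with 29 nM porcine relaxin as 100% and buffer as basal.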
TrxR1 substrate: is turned over as a substrate by rat TrxR1. O89049. purified TrxR1 substrate turnover, NADPH consumption readout. Potency, µM (titrated, usually from 114 µM), for inactives: top-dose activity change, negative = substrate turnover. hit rate 0.01% among 390,000. AID 588456; further: potency means the concentration at half of the fitted maximal effect; on the % scale 0 is the no-effect control and ±100 the full control effect; nearly all actives have a fitted effect of over 50% in size
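Rat TrxR1, dispensed at 90 nM, was prereduced with 400 uM NADPH (final) for 5 min at ~22 deg C, then incubated with compound 15 min before 400 uM selenite. A first-read NADPH fluorescence drop versus no-compound background flagged substrates.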
Vif-A3G inh: inhibitors of Vif-APOBEC3G interaction; Q9HC16; HeLa A3G-eYFP + Vif (tagged APOBEC3G with the HIV-1 protein that degrades it), YFP fluorescence, overnight; Potency, µM (highest dose often 46.1 µM), inactives show at the highest dose activity, negative = active, actives largely listed as inhibitors; hit rate 0.076% among 410,000;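 further: potency means the concentration at half of the fitted maximal effect; on the % scale 0 is the no-effect control and ±100 the full control effect; nearly all actives have a fitted effect of over 60% in size; hits raise eYFP signal because A3G escapes Vif-driven loss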
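Read-out is eYFP fluorescence (Ex 488/Em 500-530) from Vif-expressing HeLa A3G-eYFP cells; more signal means A3G escaped Vif-mediated degradation. Cells plated overnight, compound pinned in, incubated overnight at 37 deg C.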
Starred values were filed as active, the others as inactive; ? = inconclusive; . = not tested or not shown; & = joins results of further samples; [ ] = dose if it differs, or a comment. Unless noted, the call rests on the fitted dose curve; in most records, active means well fitted curve in the direction sought with a large enough effect; inconclusive means small, poorly fitted or top-dose-only effect, or another doubt; inactive means no such curve, though single readings can be large; an effect the other way counts as inactive or inconclusive. Some of the compounds tested. The share of hits here may be higher or lower than overall.

SMILES	Vif-A3F inh	GRP78 ERSR act	USP1-UAF1 inh	IDH1 R132H inh	PI4K2A inh	LDHA block	RXFP1 agonist	TrxR1 substrate	Vif-A3G inh
CN(C)S(=O)(=O)c1ccc(S(=O)(=O)NC2CCOC(C)(C)C2)cc1 (centres undefined)	-12%	-2%	-9%	-6%	5	0	2.1%	6%	0%
Cc1ccc(C)c(N(C)S(=O)(=O)c2ccc3[nH]cc(C(=O)NCCN4CCOCC4)c(=O)c3c2)c1	-21%	-3%	-5%	4%	0	2	2.7%	3%	1%
COc1cccc(CNC(=O)Cn2c(=O)oc3cc(S(=O)(=O)N4CCCCC4)ccc32)c1	0%	-2%	-12%	4%	-2	-10	4.3%	0%	0%
CCOc1cc([N+](=O)[O-])cc2c1C(=O)Nc1ccccc1O2	22µM*	-1%	?	-1%	3	0	-2.1%	-4%	?
O=S(=O)(Nc1ccc2cn[nH]c2c1)c1cc(Br)ccc1Br	8%	0%	-3%	-1%	2	2	.	7%[57.1 µM]	-8%
C/C(N)=C(/C#N)C(=O)CSc1nc2ccccc2c(=O)n1Cc1ccc(C)cc1	?	-8%	-16%	-1%	1	-8	6.0%	-16%	?
Nc1nc2c3ccccc3nc(Cc3ccccc3)n2n1	1%	1%	0%	2%	-4	-2	-1.2%	20%	-6%
COc1cc(/C=C2/SC(=S)N(CCC(=O)Nc3cccnc3)C2=O)cc(OC)c1OC	-5%	-5%	-17%	8%	5	-1	.	.	-11%
N#CC(=Nc1ccccc1)c1ccccc1	?	2%	?	-10%	-1	-3	.	-6%	0%
O=C(CNC(=O)c1ccc(Cl)cc1Cl)OCC(=O)c1ccc2c(c1)OCCO2	-7%	0%	-9%	-3%	-1	-2	-0.9%	-4%	6%
CC(C)(C)c1ccc(NC(=O)c2ccccc2)c([N+](=O)[O-])c1	-11%	4%	-10%	-3%	-7	0	-1.4%	1%	-5%
CCOC(=O)c1sc(-c2ccc(Br)cc2)cc1N	2%	7%	-20%	5%	-1	-2	9.2%	13%	-6%
O=C(N/N=C/C(Cl)=C/c1ccccc1)c1ccccc1F	?	5%	?	4%	4	-6	-3.0%	-7%	-29%
COc1cccc(-c2csc3ncnc(Sc4nnnn4C)c23)c1	-2%	-7%	.	.	-2	0&0	.	10%	?
COC(=O)c1ccc(Oc2c(C)oc3c(CN4CCN(C)CC4)c(O)ccc3c2=O)cc1	4%	1%	-19%	1%	0	-1	5.2%	460%[activator]	-4%
CCCOc1ccc(C(=O)CCC(=O)OCC(=O)Nc2cccc(S(N)(=O)=O)c2)cc1	-4%	0%	-10%	4%	-1	-3	1.3%	-4%	-2%
CCCc1nc(SCC(=O)Nc2ccccc2OC)c2c(=O)n(C)c(=O)n(C)c2n1	-6%	-2%	-14%	-5%	5	-2	5.7%	4%[57.1 µM]	3%
COc1ccc(S(=O)(=O)c2cnc(SCC(=O)Nc3cc(F)ccc3C)[nH]c2=O)cc1Cl	-1%	-4%	-27%	0%	0	-3	6.8%	-11%	-2%
COc1ccc(C(=O)/C=C2\C(=O)Nc3ccc(Br)cc32)cc1	-12%	-9%	-12%	-3%	10	-1	.	4%[11.4 µM]	-24%
C=CCn1c(SCC(=O)N2CCOCC2)nc2sc(C)c(C)c2c1=O	1%	-3%	-19%	-2%	3	4	12%	-2%[57.1 µM]	-2%
COc1cc2cc(C(=O)N(C)Cc3ccccc3)[nH]c2cc1OC	4%	-4%	-3%	3%	2	-2	?	2%	-5%
Cc1ccc(S(=O)(=O)N2CCCCC2)c(C)c1NS(C)(=O)=O	7%	-2%	-7%	-7%	1	-6	-0.9%	2%	-11%
CCOc1ccc2nc(N(CCN(C)C)C(=O)c3cc4ccccc4cc3OC)sc2c1	-2%	-4%	-15%	-1%	-1	-1	-3.0%	-4%	-6%
CN(Cc1cccnc1)Cc1cn(C)nc1-c1ccc(Oc2ccccc2)cc1	?	2%	-14%	10%	5	-3	1.3%	-1%	0%
Cc1cccc(-c2noc(C(C)NC(=O)c3ccco3)n2)c1 (centres undefined)	-22%	7%	-14%	16%	6	-11	-1.8%	0%	-2%
O=c1oc(CCO)cc2ccc(Br)cc12	10%	0%	-17%	-13%	-1	1	.	-3%	-2%
Cc1ccc(S(=O)(=O)N2CCc3cc(C(=O)Nc4ccc(C(F)(F)F)cc4)ccc32)cc1	3%	-3%	-21%	0%	0	-2	-1.8%	0%	0%
COC(=O)Cc1ccc(NC(=S)NCc2ccc(Cl)cc2)cc1	-4%	1%	-21%	1%	0	-2	0.5%	-5%[11.4 µM]	1%
Cc1c(C(=O)Nc2ccc(S(=O)(=O)Nc3ncccn3)cc2)oc2ccc(Cl)cc12	-11%	1%	-4%	-4%	5	-5	4.9%	6%	-9%
CCCNC(=O)c1cnc2sc(N3CCCCC3)nn2c1=O	-6%	3%	-10%	-13%	-4	1	3.5%	58%[activator][57.1 µM]	0%
OC[C@@H]1CN(Cc2cccs2)C[C@H](n2cnc3c(NCc4ccco4)ncnc32)O1	.	-3%	.	.	-3	-4	.	.	-3%
COc1ccc(S(=O)(=O)NCC2(N3CCOCC3)CCCCC2)cc1OC	2%	-1%	-22%	-6%	-4	3	-0.6%	-7%	3%
Cc1c(CC(Cl)(Cl)Cl)c2c(n1O)CC(C)(C)CC2=O	-4%	-3%	-15%	-3%	0	-6	0.8%	1%	0%
O=C(COc1ccc(Cl)cc1)NCCSCc1cccc(Cl)c1	-8%	0%	-29%	7%	3	-6	0.1%	-7%	2%
N/C(CN1CCCC1=O)=N\OC(=O)c1ccc(Cl)cc1	15%	-2%	-11%	5%	3	-5	-0.5%	1%[57.1 µM]	0%
COc1ccc(N(CC(=O)O)S(=O)(=O)c2cccnc2)cc1	3%	-5%	-3%	2%	7	-1	-0.5%	6%[57.1 µM]	5%
Cc1ccccc1-c1noc(CNC(=O)COc2ccccc2)n1	2%	-3%	-26%	6%	2	-3	-1.3%	5%	-3%
O=C1c2cccc3cccc(c23)N1Cc1cccc(F)c1	0%	-4%	-14%	3%	2	-2	0.3%	5%	-6%
Cc1ccn2c(=O)nc(SCC(=O)N3CCCC3)nc2c1	-19%	-1%	-4%	4%	-5	-1	8.3%	0%	0%
CN(CC(=O)Nc1c(Cl)cccc1Cl)C(=O)CCNS(=O)(=O)c1ccccc1C(F)(F)F	1%	1%	5%	-6%	7	-6	0.4%	-5%	1%
CC(C)c1ccc(NC2CCCN(C(=O)C3=NN(C)C(=O)CC3)C2)cc1 (centres undefined)	-1%	-1%	-24%	0%	-3	1	3.1%	5%	-4%
Cc1cc(NCc2ccccc2Cl)n2nnnc2n1	6%	-6%	-5%	-2%	-2	0	-0.2%	11%[57.1 µM]	0%
CC(=O)NCCNC(=O)C1Cc2c(-c3ccc(Cl)cc3)ccnc2O1 (centres undefined)	.	-3%	.	.	-2	-8	.	.	-3%
O=C(O)CN(CC(=O)O)CC(=O)O	-1%	0%	-11%	26%	-1	-12	.	5%	-1%
CN(c1ccccc1)S(=O)(=O)c1cc(C(=O)NCc2ccco2)ccc1Cl	-8%	-4%	-27%	-3%	3	-4	.	.	0%
CCN(C(=O)C1CCC(CNS(=O)(=O)c2cccc3nsnc23)CC1)c1ccc(C)c(C)c1 (centres undefined)	-6%	-1%	-17%	15%	-5	-1	-0.9%	-5%	4%
CC(C)c1ccc(NC(=O)c2ccc(NS(C)(=O)=O)cc2)cc1	-8%	1%	-15%	1%	-1	-6	-0.3%	3%[57.1 µM]	-4%
N#Cc1cc([N+](=O)[O-])ccc1NC(=O)COC(=O)CC1CCCC1	2%	-2%	-25%	5%	3	-1	-1.3%	-6%	-4%
O=C(COC(=O)CCC(=O)c1cccs1)NCc1ccccc1	4%	-4%	-13%	-10%	4	-10	-0.1%	9%	-1%
COc1cc(OC)c2c(C)c(CC(=O)NCCc3ccccc3OC)c(=O)oc2c1	0%	-3%	-23%	-4%	-2	-8	0.5%	38%[activator]	0%
Cn1c(=O)c2c(nc(Br)n2CCc2ccccc2)n(C)c1=O	0%	8%	5%	-2%	-10	-1	5.1%	7%[57.1 µM]	0%
CC(C)(C)OC(=O)C[C@H]1C/C=C\C[C@H](CC(=O)N[C@H](CO)Cc2ccccc2)C(=O)N[C@@H](Cc2ccccc2)COC1=O	-3%	0%	-1%	-15%	2	-7	.	-5%[57.1 µM]	-3%
COC(=O)CCC(=O)Nc1ccc(OC)cc1	-2%	-2%	-3%	0%	-4	-1	0.5%	4%[57.1 µM]	1%
COCCn1c(C)cc(C(=O)COC(=O)c2cc3c(s2)CCC3)c1C	7%	6%	-1%	1%	-20	1	1.6%	7%[57.1 µM]	2%
Cc1ccc2nc(Cl)c3cc(C(=O)N4CCCCC4)sc3c2c1	6%	1%	4%	23%	1	-6	-0.2%	-6%	2%
CCOC(=O)C1(C)CCCN(C(=O)c2cccc(OC(F)(F)F)c2)C1 (centres undefined)	.	-1%	.	.	-15	-4	.	.	0%
